SNCA viab count: cell viability loss counter-screen | HEK-293-SNCA-luc viability, GF-AFC fluorescence, 24 h | Potency, µM (series often up to 57.1 µM), for the others: at the highest dose activity change, negative = cytotoxicity, most hits filed as cytotoxic | 150,000 tested, 0.12% active | AID 1671193;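 also: potency is read from the fitted curve at half-maximal effect; 0% = DMSO-treated cells and -100% = medium-only wells without cells; nearly all actives have a fitted effect of over 30% in size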
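Cytotoxicity counterscreen: after 24 h compound treatment of genome-edited SNCA-luciferase HEK-293 cells, live-cell protease substrate GF-AFC read by fluorescence after 30 min; activity scaled between DMSO (0%) and medium-only (-100%), curves Hill-fitted.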
HEK293 tox: kills HEK 293 cells. AID 1345083. HEK 293 viability, ATP luminescence (CellTiter-Glo), 48-72 h. 94,000 tested, 6.6% active. Potency, µM (top dose mostly 115 µM), without a hit: top-dose activity change, negative = cytotoxicity, usual class: inhibitors; also: potency is read from the fitted curve at half-maximal effect; nearly all actives have a fitted effect of over 60% in size
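Cells seeded first (HEK 293, 250 cells/well), then compound added by pintool. Incubation ran 48 or 72 hr at 37 degree Celsius. CellTiter-Glo was added and luminescence imaged after 10 min at room temperature.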
NIH3T3 tox: NIH 3T3 cell cytotoxicity. NIH 3T3 viability, CellTiter-Glo ATP luminescence, 48-72 h. Potency, µM (highest dose often 96.7 µM), inactives show at the top dose activity change, negative = cytotoxicity, usual class: inhibitors. 94,000 tested, 4.3% active. AID 1345082; also: potency is read from the fitted curve at half-maximal effect; nearly all actives have a fitted effect of over 55% in size
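ATP-dependent luminescence (CellTiter-Glo) served as the viability signal for NIH 3T3 cells treated with compound for 48 or 72 hr at 37 °C.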
FLuc inh: Photinus pyralis luciferase inhibition; P08659; purified P. pyralis luciferase, luminescence, biochemical; Potency, µM (top dose mostly 115 µM), for inactives: at the top dose activity change, negative = inhibition, most hits filed as inhibitors; 76,000 tested, 2.5% active; also: potency is read from the fitted curve at half-maximal effect; nearly all actives have a fitted effect of over 65% in size
Target sequence (P08659 whole entry, looked up): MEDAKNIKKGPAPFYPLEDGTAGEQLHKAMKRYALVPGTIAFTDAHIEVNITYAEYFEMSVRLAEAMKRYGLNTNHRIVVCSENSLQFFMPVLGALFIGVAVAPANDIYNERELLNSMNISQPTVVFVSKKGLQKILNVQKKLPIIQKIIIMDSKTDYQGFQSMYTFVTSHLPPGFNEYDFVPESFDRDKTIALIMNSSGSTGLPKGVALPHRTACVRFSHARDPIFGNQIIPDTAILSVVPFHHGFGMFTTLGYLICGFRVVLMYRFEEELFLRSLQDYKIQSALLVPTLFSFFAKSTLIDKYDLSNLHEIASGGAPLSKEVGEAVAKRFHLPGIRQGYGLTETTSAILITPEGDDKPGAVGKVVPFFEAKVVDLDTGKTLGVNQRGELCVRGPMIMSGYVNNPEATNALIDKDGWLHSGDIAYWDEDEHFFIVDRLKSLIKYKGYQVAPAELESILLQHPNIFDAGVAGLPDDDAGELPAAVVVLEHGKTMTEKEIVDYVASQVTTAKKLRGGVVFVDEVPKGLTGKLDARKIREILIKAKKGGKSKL
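Inhibitors were tested against purified firefly luciferase in a biochemical, low-substrate format (both substrates at 10uM) and luminescence measured with a CCD imager.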
GPT2 inhibitor: inhibitors of human GPT2 alanine aminotransferase | Recombinant GPT2, coupled pyruvate oxidase/HRP Amplex Red fluorescence | Potency, µM (doses to about 57.7 µM), for the others: at the top dose activity change, negative = inhibition, usual class: inhibitors | AID 1671188 | 100,000 tested, 0.25% active | Q8TD30; also: potency is read from the fitted curve at half-maximal effect; nearly all actives have a fitted effect of over 60% in size; many of its hits are not listed in these tables
Target sequence (Q8TD30 whole entry, looked up): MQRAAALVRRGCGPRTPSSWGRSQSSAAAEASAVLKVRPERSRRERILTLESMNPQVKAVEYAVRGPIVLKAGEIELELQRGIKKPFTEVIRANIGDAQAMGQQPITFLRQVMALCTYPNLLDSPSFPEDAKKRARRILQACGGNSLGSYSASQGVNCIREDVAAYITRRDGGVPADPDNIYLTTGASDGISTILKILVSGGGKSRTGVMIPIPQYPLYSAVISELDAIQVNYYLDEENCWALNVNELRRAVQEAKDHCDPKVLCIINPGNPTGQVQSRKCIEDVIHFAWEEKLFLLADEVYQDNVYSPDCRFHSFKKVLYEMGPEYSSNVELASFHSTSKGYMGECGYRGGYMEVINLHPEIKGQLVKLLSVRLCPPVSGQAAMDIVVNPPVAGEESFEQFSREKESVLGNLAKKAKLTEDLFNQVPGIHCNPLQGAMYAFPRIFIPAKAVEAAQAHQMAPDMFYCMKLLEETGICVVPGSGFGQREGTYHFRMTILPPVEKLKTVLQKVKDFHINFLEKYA
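Fluorescence read-out: pyruvate from GPT2 turnover coupled to pyruvate oxidase, HRP and Amplex Red (0.2mM ThPP, 0.2U/mL PO and HRP, 50uM Amplex final). Substrates 250uM a-KG, 2mM L-alanine; enzyme 10ng/uL; 30 min RT.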
SNCA expr inhib: reduces expression of the alpha-synuclein gene; HEK-293 SNCA-luciferase knock-in, luminescence, 24 h; Potency, µM (series often up to 57.2 µM), for inactives: at the top dose activity change, negative = inhibition, actives largely listed as inhibitors; 140,000 tested, 0.17% active;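 also: potency is read from the fitted curve at half-maximal effect; plate controls were DMSO cells for no effect and cell-free wells for full effect; nearly all actives have a fitted effect of over 45% in size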
IP6K1 inh: inhibitors of human IP6K1; Q92551; 140,000 tested, 0.81% active; activity change, % (series mostly up to about 58 µM); AID 1645851; IP6K1 kinase, ADP-Glo luminescence, 2 h; stronger effect = lower value; in the data active = activity change below about -25%
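ADP-Glo luminescence measures ADP made by human IP6K1 during a 2 h RT reaction with ATP/IP6 (mix at 1.3 mM/130 uM); top library doses 57.5 and 19.1 uM final.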
Active calls of the source: *; i = inactive; ? = inconclusive; nt = not tested or not shown; & = joins results of further samples; [ ] = another dose, or the depositor's remark. Unless noted, calls follow the shape of the dose curve; as a rule, active = well fitted curve in the direction sought with a large enough effect; inconclusive = small, poorly fitted or top-dose-only effect, or another doubt; inactive = no such curve, though single readings can be large; an effect the other way counts as inactive or inconclusive. Unless noted, % is scaled to controls: 0 for no effect and ±100 for the full control effect.

Each structure is followed by: HEK293 tox	FLuc inh	NIH3T3 tox	SNCA expr inhib	IP6K1 inh	SNCA viab count	GPT2 inhibitor
- CCOC(=O)c1ccccc1NC(=O)Cn1cc(C(=O)c2cccc(OC)c2)c(=O)c2ccc(C)nc21
→ nt	nt	nt	-1%	11	-9%	nt
- CCc1cnc2c(c1SCC(=O)NCc1ccc(C)cc1)c(=O)n(C)c(=O)n2C
→ nt	nt	nt	-8%	-19	-5%	nt
- COc1cccc(C(=O)N2CCCC3(C2)NC(=O)N(Cc2ccc(C)cc2)C3=O)c1OC (centres undefined)
→ ?	-4%	-8%	-20%	-6	-4%	i
- O=C(c1ccccc1F)N1CCCC(c2nnnn2-c2ccccc2)C1 (centres undefined)
→ 3%	nt	-11%	-23%	-3	-10%	i
- Cc1ccc(C2=NC3(CCN(C(=O)c4cc(F)ccc4Cl)CC3)ON2)cc1
→ ?	?	?	95%[activator]	16	-6%	-5%
- CC(=O)Nc1c(C)nn(-c2ccccc2)c1N1CCC(C(=O)NCc2ccc(F)cc2)CC1
→ nt	nt	nt	-12%	16	5%	nt
- CNC(=O)[C@@H](c1ccccc1OC)N1CCC[C@H]1C(=O)N1CCN(C)CC1
→ i	-3%	i	2%	13	2%	i
- CCOC(=O)O[C@]1(C(=O)OCCl)CC[C@H]2[C@@H]3CCC4=CC(=O)C=C[C@]4(C)[C@H]3[C@@H](O)C[C@@]21C
→ nt	nt	nt	-48%[25.6 µM]	11	-2%[23.9 µM]	i
- Cc1ccc(C)c(-c2ccc(C(=O)NCCCn3ccnc3C(C)C)cn2)c1
→ ?	9%	?	-15%	-4	6%	0%
- COc1ccc(C(=O)Nc2ccc(-c3noc([C@@H]4CCCN4Cc4ccc(F)c(F)c4)n3)cn2)cc1
→ ?	-11%	?	-4%	-10	-19%	-7%
- Cc1cc(C)c2sc(N(Cc3cccnc3)C(=O)CCOc3ccccc3)nc2c1
→ nt	nt	nt	3%	-1	7%	nt
- Nc1ncnc2c1nc(Cl)n2[C@@H]1O[C@H](CO)[C@@H](O)[C@@H]1O
→ nt	nt	nt	5%	nt	-13%	0%
- O=C(Cn1ccn2nc(-c3ccc(F)cc3)c(CO)c2c1=O)Nc1ccc(F)c(F)c1
→ ?	5%	?	-16%	8	6%	-23%
- COC(=O)CNC(=O)C1=NOC2CN([S+](C)(=O)[O-])CC12 (centres undefined)
→ 4%	nt	i	?	-2	-4%	i
- C[C@H](O)c1onc(-c2ccccc2)c1C(=O)NC1CCC1
→ 10%[230 µM]	-8%[230 µM]	i	9%[87.6 µM]	-6	1%[87.6 µM]	-12%[88.5 µM]

The results go on:
Each structure is followed by: HEK293 tox	FLuc inh	NIH3T3 tox	SNCA expr inhib	IP6K1 inh	SNCA viab count	GPT2 inhibitor
- CCOc1cc2c(cc1OCC)C(CC(=O)OC)N(C(=O)Nc1cc(OC)ccc1OC)CC2 (centres undefined)
→ nt	nt	nt	116%[activator]	28	2%	nt
- Cc1cc(C(=O)NCc2ccccc2Cl)c2c(C)nn(-c3ccccc3)c2n1
→ nt	nt	nt	5%	-3	-2%	nt
- CNC(=O)N1CCC(C2CCN(C(=O)c3ncoc3-c3cccc(C)c3)C2)CC1 (centres undefined)
→ i	nt	-1%	-17%	-9	1%	i
- O=C(NC[C@H]1O[C@@H](CO)[C@@H](O)[C@H]1N1CCN(c2cccc(C(F)(F)F)c2)CC1)Nc1ccc(F)cc1F
→ ?	-3%	?	?	-12	3%	i
- O=C(c1cccc(OC(F)(F)F)c1)N1CCC2(CC1)CC(O)CCO2 (centres undefined)
→ -8%	-10%	-13%	-5%	3	12%	3%
- CSCCCN1CCC2(Cc3ccccc3CNC2=O)C1 (centres undefined)
→ -16%[172 µM]	nt	-5%[138 µM]	-10%[87.6 µM]	-10	-3%[87.6 µM]	3%[88.5 µM]
- O=C(NC[C@H]1OC[C@@H](NCc2ccccc2O)[C@@H]1O)C1CCCC1
→ 4%[172 µM]	3%[172 µM]	i	-10%[87.6 µM]	7	1%[87.6 µM]	-3%[88.5 µM]
- CCC12CN3CC(C)(CN(C1)C3c1ccc(O)cc1O)C2=O (centres undefined)
→ nt	nt	nt	13%	26	3%	nt
- O=C(CCC[C@@H]1[C@H]2CCCN3CCC[C@@H](CN1C(=O)c1ccco1)[C@@H]23)NCC1CC1
→ 6%	2%	3%	-10%	0	-5%	i
- Cc1nn(-c2ccccc2)c2c1C(C(C)C)N(C1CCCN(C(=O)Cc3ccccn3)C1)C2=O (centres undefined)
→ ?	nt	-30%	nt	3	nt	nt
- Cc1ccccc1NC(=O)c1oc2c(c1C)-c1nn(Cc3cccc(Cl)c3)cc1CC2
→ nt	nt	nt	3%	-4	-9%	nt
- O=C(Nc1ccc(Cl)cc1)N1CCC(c2nn(-c3ccc(Cl)cc3)c(=O)[nH]2)CC1
→ ?	-1%	?	-30%	9	-14%	1%
- COc1cccc(-n2cc(C(=O)OCc3ccc(Cl)cc3)c3ccccc3c2=O)c1
→ nt	nt	nt	2%	-6	-8%	nt
- CC(=O)N1CCc2[nH]cnc2C12CCN(C(=O)c1ccc(C)c(C)c1)CC2
→ -18%	-6%	-1%	-7%	8	4%	?
- Cc1ccc(-c2[nH]ncc2CN2C[C@@H](CO)[C@H](c3ccccn3)C2)cc1
→ ?	5%	-13%	-22%	12	-10%	i

The final 2 entries of the part before come first, to join the parts:
Each structure is followed by: HEK293 tox	FLuc inh	NIH3T3 tox	SNCA expr inhib	IP6K1 inh	SNCA viab count	GPT2 inhibitor
- CC(=O)N1CCc2[nH]cnc2C12CCN(C(=O)c1ccc(C)c(C)c1)CC2
→ -18%	-6%	-1%	-7%	8	4%	?
- Cc1ccc(-c2[nH]ncc2CN2C[C@@H](CO)[C@H](c3ccccn3)C2)cc1
→ ?	5%	-13%	-22%	12	-10%	i
- COc1cc(NC(=O)c2c(C)nn(-c3ccc(F)cc3)c2-n2cccc2)cc(OC)c1
→ nt	nt	nt	34%	15	-2%	nt
- CC(=O)c1ccc(NC(=O)c2nn(C)c3c2COc2ccccc2-3)cc1
→ nt	nt	nt	10%	4	-2%	nt
- COc1cc(NC(=O)c2cc3c(N4CCSCC4)nc(C)cn3n2)cc(OC)c1OC
→ 35µM*	-5%	?	7%	0	-9%	i
- COc1ccc(-c2ccc3nnc(CNC(=O)c4ccc(OC)cc4C)n3n2)cc1
→ ?	10%	-27%	-13%	13	-6%	i
- COc1ccccc1-c1cccc(CN2CCCC(C(=O)NCC3CC3)C2)c1 (centres undefined)
→ 40µM*	nt	?	-6%	5	-21%	-13%
- COc1ccc(Cn2c(C3CCN(C(=O)c4c(F)cccc4F)CC3)n[nH]c2=O)cc1
→ -2%	9%	-13%	-9%	-18	-8%	i
- O=C1CCN(S(=O)(=O)c2ccccc2)CCCN(C(=O)C2(c3ccccc3)CC2)CCN1
→ 1%	-12%	-22%	9%	10	-2%	?
- O=C1CCN(C(=O)NC2CCCCC2)CCCC(c2nc(-c3cccnc3)no2)CCN1 (centres undefined)
→ i	-5%	i	27%	10	-9%	i
- COc1ccc(C(=O)N2C(C(=O)NC3CC3)COC23CCN(C(=O)c2ccccc2C)CC3)cc1 (centres undefined)
→ -17%	-4%	1%	0%	3	6%	i
- O=[S+]1([O-])c2cnccc2OC(Cn2cccc2)CN1Cc1cccc(F)c1 (centres undefined)
→ ?	nt	-12%[46.1 µM]	-24%[25.6 µM]	-11	-3%[23.9 µM]	i
- Cc1ccc(CNC(=O)Cn2c(=O)n(-c3ccc(C)cc3)c(=O)c3c2c2cc(C)ccc2n3C)cc1
→ nt	nt	nt	20%	23	-14%	nt
- COC(=O)c1cccc(NC(=O)N2CCc3c(nc4cc(-c5ccccc5)[nH]n4c3=O)C2)c1
→ 6%	?	-4%	37%[activator]	22	-2%	-10%
- c1ccc2c(-c3nc4ccncc4[nH]3)c[nH]c2c1
→ ?	?	?	31%&91%[activator][87.6 µM]	14&-12	-5%&-5%[87.6 µM]	-3%[88.5 µM]
- CN(C)CCNC(=O)[C@H]1C[C@@](C)(C(=O)O)N(C)[C@H]1c1ccc(Cl)cc1
→ i	-1%	-19%	18%	6	-2%	4%
- Cc1oc2c(cc(NS(=O)(=O)c3ccc(C(C)C)cc3)c3ccccc32)c1C(=O)O
→ nt	nt	nt	10%	0	-6%	nt

(list continues)
Each structure is followed by: HEK293 tox	FLuc inh	NIH3T3 tox	SNCA expr inhib	IP6K1 inh	SNCA viab count	GPT2 inhibitor
- COc1ccc2ccc(OCc3nc(C(=O)N(C)CC4CCCO4)co3)cc2c1 (centres undefined)
→ ?	?	?	-9%	4	-15%	i
- CCS(=O)(=O)NCC1(COCCOC)C[C@@H](O)[C@@H](O)C1 (some centres undefined)
→ -3%[172 µM]	-4%[172 µM]	-1%[174 µM]	-9%[87.6 µM]	3	0%[87.6 µM]	-1%[88.5 µM]
- Cc1ccc(Cl)cc1N1CCN(C(=O)c2cn(C)c3ccc(S(=O)(=O)N4CCCCC4)cc3c2=O)CC1
→ nt	nt	nt	13%	-8	-7%	nt
- O=C(NCc1ccc(Cl)cc1)c1ccc(NC(=O)N2CC3CCCN3c3ccccc32)cc1 (centres undefined)
→ nt	nt	nt	-9%	-2	-13%	nt
- CCc1ccc(NC(=O)c2ccc3nc(C(C)C)oc3c2)cc1
→ nt	nt	nt	35%[activator]	-19	4%	nt
- O=C([C@H]1C[C@H](Oc2ccccc2)CN1C(=O)COc1ccc(F)cc1)N1CCOCC1
→ i	-17%	3%	-14%	51	-2%	i
- CC(C)c1ccc(NC(=O)c2ccc3c(O)c(S(=O)(=O)c4ccccc4)c(=O)[nH]c3c2)cc1
→ nt	nt	nt	-11%	-6	2%	nt
- O=C(C1CN(c2ccccc2)C(=O)N1)N1CCC(Cc2ccccc2)CC1 (centres undefined)
→ ?	-5%	?	19%	-2	-17%	i
- O=c1[nH]nc2n1CCCC2
→ -1%	5%	i	-25%	0	-7%	-3%
- O=C(CN1CCN(Cc2ccc(F)cc2Cl)C1=O)NCCc1ccc(Cl)cc1
→ nt	nt	nt	-7%	3	13%	nt
- O=C1CCN(CC(O)COCc2ccco2)c2cc3c(cc2CN1Cc1ccccc1)OCO3 (centres undefined)
→ ?	nt	?	nt	-3	nt	nt
- COc1ccc(Cl)cc1NC(=O)Cn1nc(Cc2ccncc2)c2ccccc2c1=O
→ nt	nt	nt	-11%	49	-2%	nt
- COCC(=O)Nc1cc(C2CC2)nn1C
→ -12%[230 µM]	nt	-20%[174 µM]	24%[87.6 µM]	-7	0%[87.6 µM]	3%[88.5 µM]
- Fc1ccc(-c2nnc3ccc(NCC4CC4)nn23)nc1
→ -1%[230 µM]	3%[230 µM]	?	?	-10	-11%[87.6 µM]	-9%[88.5 µM]
- CCOCC(=O)N[C@H]1CN(Cc2nc(C)c(C)n2C)C[C@@H]1C(C)C
→ i	-14%	-4%	-9%	10	1%	-19%
- Cc1nn(C)cc1CN1CCC(O)(c2ccccc2)[C@H](N2CCCC2)C1 (some centres undefined)
→ -25%	-2%	?	-18%	31	-14%	-3%
- CC(C)CCC(C)Nc1ncnc2c1CN(C1CCCNCC1)C(=O)CN2C (centres undefined)
→ -23%	nt	?	-15%	2	-5%	?

Source: PubChem (National Center for Advancing Translational Sciences (NCATS))
